APP 5'UTR act: APP 5'UTR luciferase reporter activation; SH-SY5Y APP 5'UTR luciferase reporter, luminescence; zero percent = DMSO vehicle wells; activation, % at 2 µM; hit rate 1% among 190,000; AID 1276;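 active = activation above a set limit, based on mean plus 3 SD of controls, cut at about 140% in these data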; note: values of inactives mirror those of a sister screen read the other way
PMI activator: activators of human phosphomannose isomerase | P34949 | purified human PMI, coupled resazurin fluorescence, 20 min; active compounds read high; 1 = vehicle control, 0 substrate-free wells | activation factor at 20 µM | hit rate 0.005% among 190,000;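 active = activation factor of 2 or more at 20 µM, relative to plate controls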
Target sequence (P34949 whole entry, looked up): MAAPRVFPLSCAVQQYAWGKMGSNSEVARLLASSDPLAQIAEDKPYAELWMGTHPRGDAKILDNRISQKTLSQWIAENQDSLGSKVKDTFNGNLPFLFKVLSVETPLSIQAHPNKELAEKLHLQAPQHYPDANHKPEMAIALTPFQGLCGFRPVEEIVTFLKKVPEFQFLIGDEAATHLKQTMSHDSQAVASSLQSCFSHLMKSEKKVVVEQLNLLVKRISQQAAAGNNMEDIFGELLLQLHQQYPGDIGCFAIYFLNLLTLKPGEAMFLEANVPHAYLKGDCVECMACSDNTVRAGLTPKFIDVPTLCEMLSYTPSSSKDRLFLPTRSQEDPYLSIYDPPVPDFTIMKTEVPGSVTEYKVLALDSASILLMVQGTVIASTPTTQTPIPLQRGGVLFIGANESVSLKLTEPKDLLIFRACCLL
TNAP act hi DEA: TNAP (human) activation, high acceptor | P05186 | purified TNAP, CDP-star luminescence, 1 M DEA, 30 min; active compounds read high; 0 = EDTA background, 1 = DMSO-only activity | activation factor at 20 µM | 200,000 tested, under 10 active | AID 1136;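 active = activation factor at least 2 at 20 µM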
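Measured by: Luminescent substrate turnover signal | Test system: Human TNAP | Input: TNAP 1/800 final | Dosing: 20 µM single point | Schedule: 30 min, room temperature | Controls: EDTA wells as negative control, DMSO wells as positive control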
PMI act hi M6P: activators of human phosphomannose isomerase at near-saturating mannose 6-phosphate | P34949 | coupled PMI enzyme assay, resazurin fluorescence, 20 min; active compounds read high; 1 = untreated enzyme, 0 = substrate-free blank | activation factor at 20 µM | hit rate 0.34% among 190,000;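 active = activation factor of 2 or more at 20 µM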
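Material: human phosphomannose isomerase with PGI, G6PDH, diaphorase coupling enzymes. Quantity: 15 ng/mL PMI. Medium: HEPES pH 7.4 buffer with MgCl2 and Tween-20. Reagent: Near-saturating mannose-6-phosphate, 1.0 mM. Compound: 20 µM single dose. Times: enzyme reaction with compound 20 min at room temperature. Detection: resorufin fluorescence at Ex 544/Em 590 nm.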
bIAP act: increases bovine intestinal alkaline phosphatase activity. purified bovine IAP, CDP-star luminescence, 30 min; active compounds read high; fold of DMSO-control signal, blank-subtracted. activation factor at 20 µM. hit rate 0.17% among 200,000;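 active = activation factor of 2 or more at 20 µM, a signal rise over negative controls twice the positive control's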
FLuc inhib CS: Photinus pyralis luciferase inhibition counter-screen; hit rate 1.5% among 200,000; ATPLite firefly luciferase biochemical luminescence, 10 min; inhibition, % at 10 µM;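 active = inhibition above about 50% when tested at 10 µM, limit read from the data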
Target sequence (P08659 whole entry, looked up): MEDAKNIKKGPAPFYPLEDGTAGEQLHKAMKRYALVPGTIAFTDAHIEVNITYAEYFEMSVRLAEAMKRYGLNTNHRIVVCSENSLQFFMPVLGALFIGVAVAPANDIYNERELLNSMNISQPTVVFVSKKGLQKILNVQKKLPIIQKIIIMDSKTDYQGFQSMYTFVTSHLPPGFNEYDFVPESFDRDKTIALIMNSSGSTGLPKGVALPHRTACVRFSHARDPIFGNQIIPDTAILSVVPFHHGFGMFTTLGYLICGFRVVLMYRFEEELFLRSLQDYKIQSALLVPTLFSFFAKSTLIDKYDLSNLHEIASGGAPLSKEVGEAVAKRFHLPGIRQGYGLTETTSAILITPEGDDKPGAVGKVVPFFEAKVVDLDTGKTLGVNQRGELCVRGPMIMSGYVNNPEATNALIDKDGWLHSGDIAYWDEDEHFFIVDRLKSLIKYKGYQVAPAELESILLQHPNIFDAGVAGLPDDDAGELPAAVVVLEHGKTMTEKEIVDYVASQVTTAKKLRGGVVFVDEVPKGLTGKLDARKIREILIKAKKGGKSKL
TNAP inh hi DEA: inhibitors of human TNAP at high phosphate acceptor concentration. purified TNAP, CDP-star luminescence, 1 M DEA. hit rate 0.03% among 200,000. inhibition, % at 20 µM. AID 1135. P05186;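 active = over 50% inhibition of tissue-nonspecific alkaline phosphatase at 20 µM in the single-dose screen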;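 note: plate controls were DMSO wells for no effect and EDTA-quenched wells as full inhibition for full effect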
NF-kB neuron act: compounds increasing NF-kB expression in human neuronal cells; NF-kB reporter expression; active compounds read high; fold change at 12.5 µM; hit rate 1.6% among 190,000; in the data active = fold change above about 3.3
TNAP inh no acc: inhibitors of human TNAP without phosphate acceptor; P05186; purified TNAP, CDP-star luminescence, 30 min; inhibition, % at 20 µM; hit rate 0.26% among 200,000; AID 1012;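 active = tissue-nonspecific alkaline phosphatase inhibition above about 50% at 20 µM in the single-dose screen, limit read from the data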;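 note: 0% = DMSO negative control and 100% = EDTA positive control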
FLuc stim CS: affects firefly luciferase, flagging false hits in luciferase stimulation screens | P08659 | ATPlite luciferase biochemical, luminescence, 10 min; 0 = ATP-free wells, 1 = DMSO control | activation factor at 10 µM | 200,000 tested, under 10 active;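 active = luciferase activation factor, scaled between plate controls, of at least 2 with compound at 10 µM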
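System: luciferase plus luciferin reagent, cell-free; medium: PBS as buffer for the ATP substrate; dosing: test compounds dosed from 2 mM stocks in 100% DMSO; timing: 10 min post-reagent at room temperature; measured by: luminescence measurement of luciferase light output; evaluation: luciferase activation, seen as luminescence increase over controls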
Numbers without * were called inactive; x = not tested or not shown.

SMILES	APP 5'UTR act	PMI activator	TNAP act hi DEA	PMI act hi M6P	bIAP act	FLuc inhib CS	TNAP inh hi DEA	NF-kB neuron act	TNAP inh no acc	FLuc stim CS
COc1ccc(NC(=O)CC2C(=O)N(c3cccc(OC)c3)C(=O)N2CCC(C)C)cc1 (configuration not stated)	1	0.9	0.9	0.9	1.1	-1	11	1.3	-8	1
O=C1c2cccc3c(O)ccc(c23)C(=O)N1Cc1ccco1	11	0.8	0.9	0.4	0.9	-1	11	0.97	-1	1
COCCNC(=O)c1ccc2c(=O)n(Cc3ccco3)c(SCC(=O)NC3CCCCC3)nc2c1	7	1	1	1	1.1	0	2	1.1	-7	1
Cc1nnc2c3ccccc3c(-c3cccs3)nn12	-28	1.1	1.1	1.1	0.9	-7	-7	1.2	-7	1.1
O=C(CN1CCN(S(=O)(=O)c2ccc(Br)cc2)CC1)N/N=C/c1cccs1	-2	1	1	1.1	1	-5	3	1	-12	1.1
CCN(C(=O)CN1C(=S)NC(C)(C)CC1C)c1ccc(C)c(C)c1 (configuration not stated)	-1	0.9	1	1	0.8	-4	1	0.98	5	1
N#Cc1c(Cl)nc(N/N=C/c2ccccc2)c(Cl)c1Cl	-5	0.9	1	0.9	0.9	2	-1	0.97	-11	1
COc1ccccc1CNC(=O)c1ccc(OC(C)C)cc1	-10	1.1	1	1.1	0.9	1	-1	0.72	-60	1
CN(C)CCCNCCNC(=O)/C=N\O	10	1.1	1	1.1	1	-3	-5	1.1	-10	1
Cc1cc(C)n(CCN(C)C(=O)CCc2nnc(-c3ccc4c(c3)OCO4)o2)n1	18	1.1	1	1	1	-3	-1	1.1	-6	1
O=C(c1ccccc1)c1sc(N2CCOCC2)nc1-c1ccccc1	-22	1	1.1	1	1	-6	-5	1.1	-14	1.1
OCC1(Cc2ccccc2)CCN(Cc2ccccn2)CC1	-6	0.9	1	0.9	1.1	-7	-4	1.3	-7	1.1

An excerpt from above in order of number of heavy atoms, highest first:
SMILES	APP 5'UTR act	PMI activator	TNAP act hi DEA	PMI act hi M6P	bIAP act	FLuc inhib CS	TNAP inh hi DEA	NF-kB neuron act	TNAP inh no acc	FLuc stim CS
COCCNC(=O)c1ccc2c(=O)n(Cc3ccco3)c(SCC(=O)NC3CCCCC3)nc2c1	7	1	1	1	1.1	0	2	1.1	-7	1
COc1ccc(NC(=O)CC2C(=O)N(c3cccc(OC)c3)C(=O)N2CCC(C)C)cc1 (configuration not stated)	1	0.9	0.9	0.9	1.1	-1	11	1.3	-8	1
N#Cc1c(Cl)nc(N/N=C/c2ccccc2)c(Cl)c1Cl	-5	0.9	1	0.9	0.9	2	-1	0.97	-11	1

Remaining list, next part
SMILES	APP 5'UTR act	PMI activator	TNAP act hi DEA	PMI act hi M6P	bIAP act	FLuc inhib CS	TNAP inh hi DEA	NF-kB neuron act	TNAP inh no acc	FLuc stim CS
COc1ccc(C)cc1N/C(N)=N/c1nc(C)cc(C)n1	-13	1.1	1	1	1.3	0	-2	0.77	-28	1
COc1ccc(OCc2nn3c(-c4ccccn4)nnc3s2)cc1	-4	0.9	1	0.9	0.9	-4	-2	0.8	-1	1
COc1ccc(NC(=O)/C(C#N)=C/c2ccc(OCc3ccccc3F)cc2)cc1	8	0.9	1	0.9	0.9	0	2	1.3	14	1
O=C(N/C=N/OCc1cccc(C(F)(F)F)c1)N1OC[C@@H]2COc3ccc4ccccc4c3[C@@H]21	7	0.9	1	0.9	0.9	-1	-3	0.91	-4	1
O=C(Nc1nnc(C2CCCC2)s1)C1CCN(S(=O)(=O)c2ccc(Cl)cc2)CC1	10	1	1	1	0.8	-3	-4	1.3	-12	1
CCC(C)(C)NC(=O)c1ccc(Br)o1	4	0.9	1	1	1	-3	-3	1.2	-3	1
Cc1ccc(C(=O)/C=C/c2ccc(-c3ccccc3[N+](=O)[O-])o2)cc1	20	1.1	1	1.3	0.5	-4	2	0.67	0	1
O=C(N/N=C/c1cccnc1)C12CC3CC(CC(C3)C1)C2	-19	1	1.1	1	0.9	12	-7	1.8	-16	0.9
COc1ccc(C(C(=O)NC2CCCCC2)N(CC2CCCO2)C(=O)CNC(=O)c2ccco2)cc1 (configuration not stated)	-5	1.1	1	1.1	1	1	-4	1.3	-8	1
CC(=O)C(Sc1ncnc2c1nnn2-c1ccc(F)cc1)C(=O)N(C)C (configuration not stated)	4	0.5	1	0.9	0.9	-9	-1	1.1	-8	1.1
Cc1cc(C)n(-c2ccc(C(=O)Nc3ccccn3)cc2)n1	142*	1	1	0.9	1	65*	-1	4.1*	-7	0.3
Cc1cc(C)c(NC(=O)c2c[nH]c(=S)n2-c2ccc(F)cc2)c(C)c1	18	1	1.1	1	1.3	0	-6	1.1	-72	1
CCOC(=O)N1CCN(C(=O)Cn2ncc3ccccc32)CC1	-18	0.9	1	0.9	0.9	-7	-4	1.1	0	1.1
Cc1ccc(/C=N/n2c(C)nnc2C)cc1	4	1	1	0.9	0.9	-5	-4	0.95	-13	1
N=c1c2c(-c3ccccc3)c(-c3ccccc3)oc2ncn1CCCN1CCOCC1	-24	1	1.1	1.1	1.2	-7	-8	0.58	7	1.1
Cc1cc2oc(=O)cc(C)c2cc1NC(=O)CCC(=O)O	-2	1	1.1	1	0.9	-4	-6	1	-20	1
Cc1ccc2c(CC(=O)Nc3cccc(S(=O)(=O)N4CCOCC4)c3)coc2c1	-3	0.9	1.1	0.9	0.9	-2	-6	1	-22	1
Cc1c(Cl)cccc1NC(=S)NCC(c1cccnc1)N(C)C (configuration not stated)	13	1	1	0.9	1.1	-6	-2	1.3	-12	1.1
N/C(Cc1ccc([N+](=O)[O-])cc1)=N\OC(=O)c1ccccc1Br	11	1	1.1	1	0.7	-8	-8	1.4	-9	1.1
NC(=S)Nc1ncc(CCN2CCOCC2)c(-c2ccc(F)cc2)n1	14	1	1	1	1.1	-5	-3	1	-4	1
O=C(COC(=O)C1COc2ccccc2O1)NC(=O)NC1CCCC1 (configuration not stated)	-7	1	1.1	1	1	-7	-6	0.83	-6	1.1
COc1ccc(C(=O)/C=C/c2cccs2)c(OC(=O)N2CCOCC2)c1	-4	1	1	1	0.9	-7	0	1.2	-8	1.1
CC1CCN(CC(=O)N2c3ccccc3CC2C)CC1 (configuration not stated)	1	1.2	1	1.1	1	-4	-4	1	-8	1
COc1ccc(-c2nn(-c3ccccc3)cc2/C=N/Nc2ccccn2)cc1	-9	1.1	1	0.9	1	-6	0	1.4	-3	1.1
Cc1nonc1NC(=O)c1ccccc1Br	-1	0.9	1.1	1.1	1.1	-2	-9	1	-6	1
CC1(C)Cc2c(c(-c3ccccc3)nc(N3CCOCC3)c2C(N)=O)CO1	-66	1	1	1	1	-2	0	1	-5	1
O=c1c2ccccc2nc2n1C(CSc1ccc(Br)cc1)CN2 (configuration not stated)	17	1	1	1.1	1.1	2	1	1.3	14	1
CCOC(=O)c1cc(-c2ccc(OC)cc2)n(CCC(=O)NC2CCN(Cc3ccccc3)CC2)c1C	0	1	1.1	1.1	1.1	-4	-5	0.85	-3	1
O=C(CSc1nc(Cc2ccccc2)nc2ccccc12)c1ccc2c(c1)OCCO2	x	1	1	1	0.9	-5	4	0.56	0	1.1
COc1ccc(-c2nc(SC(CC(=O)NCCN3CCOCC3)c3cccs3)n[nH]2)cc1 (configuration not stated)	10	1	1	1	1	-6	-4	1	1	1.1
CC(C)CC(=O)Nc1ccc(S(=O)(=O)NCc2ccco2)cc1	-13	1.1	1.1	1.1	0.9	-10	-5	1.1	-6	1.1
Cc1cc(S(=O)(=O)N2CCCC(C(=O)Nc3ccc(C(=O)O)cc3)C2)ccc1Cl (configuration not stated)	-1	1	1	1	1	0	1	1.2	-5	1
COC(=O)C1C(c2ccc(OC)cc2)Nc2nnc(C(F)(F)F)n2C1(C)O (configuration not stated)	19	1	1	1	1.1	1	0	1.1	-13	1
COc1ccc(-n2nnnc2SCC(=O)c2ccc3c(c2)OCCO3)c(OC)c1	2	1	1	0.9	0.9	0	1	1.2	12	1
COC(=O)Nc1ccc(S(=O)(=O)N2CCCC(C(=O)NC3CCCCC3)C2)cc1 (configuration not stated)	15	0.9	1	0.9	1.1	3	5	1.1	0	1
CCOC(=O)c1ccc(NC(=O)CC2SC(=NC)N(C)C2=O)cc1 (configuration not stated)	6	0.9	1	0.9	1	-4	-2	0.98	-9	1

Retrieved one by one from the list above, three records:
SMILES	APP 5'UTR act	PMI activator	TNAP act hi DEA	PMI act hi M6P	bIAP act	FLuc inhib CS	TNAP inh hi DEA	NF-kB neuron act	TNAP inh no acc	FLuc stim CS
COC(=O)Nc1ccc(S(=O)(=O)N2CCCC(C(=O)NC3CCCCC3)C2)cc1 (configuration not stated)	15	0.9	1	0.9	1.1	3	5	1.1	0	1
O=C(CSc1nc(Cc2ccccc2)nc2ccccc12)c1ccc2c(c1)OCCO2	x	1	1	1	0.9	-5	4	0.56	0	1.1
CC1(C)Cc2c(c(-c3ccccc3)nc(N3CCOCC3)c2C(N)=O)CO1	-66	1	1	1	1	-2	0	1	-5	1

Part of the list above, showing only FLuc inhib CS, PMI act hi M6P and PMI activator:
mol	FLuc inhib CS	PMI act hi M6P	PMI activator
Cc1ccc(/C=N/n2c(C)nnc2C)cc1	-5	0.9	1
N=c1c2c(-c3ccccc3)c(-c3ccccc3)oc2ncn1CCCN1CCOCC1	-7	1.1	1

(listing goes on)
SMILES	APP 5'UTR act	PMI activator	TNAP act hi DEA	PMI act hi M6P	bIAP act	FLuc inhib CS	TNAP inh hi DEA	NF-kB neuron act	TNAP inh no acc	FLuc stim CS
COc1ccc(C2(CNS(=O)(=O)c3ccccc3)CCOCC2)cc1	6	1	1	1.1	0.9	-10	-3	0.99	-55	1.1
COc1ccc2nc(NC3=NC(C(=O)Nc4ccc(C)cc4)CC(=O)N3)nc(C)c2c1 (configuration not stated)	6	0.8	1	0.9	0.9	1	2	1	-3	1
O=C(CSc1oc(-c2ccc(F)cc2)nc1S(=O)(=O)c1ccc(F)cc1)NCC1CCCO1 (configuration not stated)	6	1	1	1	1	-1	2	0.92	-7	1
COc1ccc(CCNC(=O)c2c(C)nc3ccccn23)cc1	17	1	1	1	1	-3	-1	0.92	-12	1
CC(C)NC(=O)C1CCCN(S(C)(=O)=O)C1 (configuration not stated)	9	0.9	1	0.9	1	1	-2	1.2	-3	1
O/N=C1/CC/C(=N\O)c2nn(-c3ccccc3)nc21	9	0.8	1	0.8	0.9	8	-4	1.6	-12	0.9
O=C(CSc1cn(CC(=O)N2CCCC2)c2ccccc12)NCC1CCCO1 (configuration not stated)	-15	1	1	0.9	1.1	-1	0	1	-7	1
CCOn1c(=O)c(-c2cc3ccccc3o2)[n+]([O-])c2ccccc21	16	0.8	1	0.8	0.9	10	0	1.5	-3	0.9
Cc1ccc(S(=O)(=O)c2nc(C(C)(C)C)oc2N2CCOCC2)cc1	27	1.2	1	1.5	1.1	3	0	1.1	-5	1
O=C(CSc1ncnc2c1nnn2Cc1ccccc1F)N1CCN(c2ccccc2)CC1	9	0.9	1	0.9	0.9	-4	1	1.1	-4	1

Screening results: PubChem, several laboratories
